High-throughput results from PubChem BioAssay.
APP 5'UTR act: activators of APP 5'UTR luciferase reporter, primary screen, SH-SY5Y cells. SH-SY5Y APP 5'UTR luciferase reporter, luminescence; zero percent = DMSO vehicle wells. activation, % at 2 µM. 1% of 190,000 active;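 active means activation above a set limit, based on mean plus 3 SD of controls, cut at about 140% in these data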; further: values of inactives mirror those of a sister screen read the other way
HMGR II inh: inhibitors of E. faecalis class II HMGR, primary screen, biochemical, Enterococcus faecalis; 0.41% of 190,000 active; purified E. faecalis HMGR, NADPH absorbance 340 nm kinetic; inhibition, % at 10 µM; HMG-CoA reductase (Enterococcus faecalis, mvaE);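 active means inhibition above a set limit, the median over all tested compounds plus 3 SD, cut at about 9.5% in these data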;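 further: enzyme runs in reverse so mevalonate oxidation gives rising NADPH absorbance; 0% = complete reaction with DMSO and 100% = background rate lacking mevalonate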
NF-kB expr up: activators of NF-kB expression in neurons, primary screen, cell-based, HTS; human neuronal cells, NF-kB reporter expression; active compounds read high; fold change at 12.5 µM; 1.6% of 190,000 active; AID 1239, 2008; in the data active means fold change above about 3.3
STAT3 blocker: IL-6 driven STAT3 reporter inhibitors, primary screen, U3A cells, luciferase, luminescence, MLSCN library; 0.89% of 190,000 active; inhibition, % at 5.5 µM; IL-6 STAT3-luciferase reporter; host cell line lacks STAT1;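 active means inhibition above the mean inhibition across all screened compounds plus 3 SD, cut at about 44% in these data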;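 further: 0% = DMSO only wells and 100% = 100 µM nifuroxazide control wells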
STAT3 act: IL-6 driven STAT3 reporter potentiators, primary screen, U3A cells, luciferase, luminescence, MLSCN library | IL-6 STAT3-luciferase reporter; 100% = signal with IL-6 EC80 alone | activation (% of control), % at 5.6 µM | 0.91% of 190,000 active;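 active means activation above the screen-wide mean of compound activation plus 3 SD, cut at about 130% in these data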;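 further: 0% = background luminescence of wells with medium and substrate only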
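Detection: reporter luminescence signal / Assay system: STAT1-lacking human U3A cells, STAT3 luciferase reporter / Incubation: compound pre-incubation 1 h before IL-6, then 6 h stimulation at 37 °C / Control set: IL-6-only high control / Read-out: % activation relative to IL-6 control / Probe or stimulus: Interleukin-6, 33 ng/mL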
Hsp70 act: Hsp70 transcriptional activators, primary screen, cell-based, HeLa, Hsp70 promoter luciferase, luminescence, 10 µM | HeLa Hsp70 promoter luciferase reporter; scaled: vehicle 0, proteasome-inhibitor control 100% | 0.04% of 200,000 active | activation, % at 10 µM;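 active means activation above the mean across all tested compounds plus 3 SD, cutoff set per campaign, cut at about 5.5% in these data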;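 further: 100% = MG132 at 30 µM as the positive control and 0% = DMSO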
STAT1 inh: STAT1 signaling inhibitors, primary screen, cell-based, HTS, luciferase reporter. NIH 3T3 STAT1-luciferase reporter, IFN-gamma, luminescence. inhibition, % at 5.5 µM. 0.35% of 200,000 active. AID 920, 2007;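 active means inhibition above a set limit, the mean inhibition across all tested compounds plus 3 SD, cut at about 34% in these data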;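 further: 0% = IFN-gamma with DMSO and 100% = IFN-gamma with 300 µM nifuroxazide; values of inactives mirror those of a sister screen read the other way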
TLR4-MyD88 BLA: inhibitors of TLR4-MyD88 association in cells, primary screen, cell-based, HeLa CL3-4, BLA complementation, FRET ratio. Toll-like receptor 4 (Homo sapiens) + Myeloid differentiation primary response protein …. HeLa CL3-4 TLR4/MyD88 BLA complementation. inhibition, % at 8.4 µM. 0.18% of 200,000 active. AID 861, 2007; in the data active means inhibition above about 25%;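 further: 0% = vehicle and 100% = reference inhibitor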
STAT1 act: STAT1 signaling activators, primary screen, cell-based, HTS, luciferase reporter; 2.6% of 200,000 active; AID 932, 2007; NIH 3T3 STAT1-luciferase reporter, IFN-gamma, luminescence; 100% = IFN-gamma alone, no compound; activation (% of control), % at 5.5 µM;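 active means activation above the screen-wide mean activation plus 3 SD, cut at about 130% in these data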;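 further: raw ratio to IFN-gamma control signal so 100% means no change and 0% no light; values of inactives mirror those of a sister screen read the other way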
Redox H2O2 prof: compounds producing H2O2 with reducing agent – biochemical, NIH compound library profiling, artefact control for MLSCN library redox annotation, primary screen; activation, % at 10 µM; 0.03% of 200,000 active; DTT-dependent redox cycling H2O2, phenol red/HRP absorbance; 100% = 100 µM peroxide control, 0% = buffer;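 active means activation of at least 50% relative to the plate's high and low controls in the primary single-dose screen; inactive means activation below 50%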;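 further: compound incubated with DTT at 0.8 mM final as the reducing agent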
The depositor's hits bear a star; x = not tested or not shown. Compounds were not picked by outcome; any-hit rate near 5.6%.

SMILES	APP 5'UTR act	HMGR II inh	NF-kB expr up	STAT3 blocker	STAT3 act	Hsp70 act	STAT1 inh	TLR4-MyD88 BLA	STAT1 act	Redox H2O2 prof
C=C(C)CN1C(=O)c2ccccc2C1=O	6	-7	1.1	10	96	0.1	-7	4	106	0.3
O=C1NCCN(Cc2ccoc2)C1CC(=O)N(Cc1ccccc1)CC1CCC1 (stereo not drawn)	0	2	x	-3	107	-0.3	1	-5	97	-1.1
COC(=O)CSc1nnc(-c2ccco2)o1	5	-4	1.1	2	100	-0.2	0	4	100	2.3
CC(=O)n1nc(-c2ccc(Cl)cc2)nc1NCc1ccco1	15	-8	2	11	92	-0.1	-6	-6	105	0.3
CC(=O)OC(C(=O)NCc1ccco1)c1cccnc1 (stereo not drawn)	-7	2	1.2	0	100	-0.4	3	-12	97	-2.7
Cc1ccc(OCCOCCN(C)C)c(Cl)c1	22	-6	1.1	13	90	-0.4	4	5	97	-0.9
CCOC(=O)COc1ccc(Br)cc1/C=C\c1[nH]c(=O)[nH]c(=O)c1[N+](=O)[O-]	18	1	1.6	-4	107	-0.2	5	5	96	-0.4
O=C1NC2(CCCC2)N=C1c1ccc(F)cc1	17	-8	1	5	101	-0.4	-1	1	101	0.0
CCOC(=O)C1(CCCc2ccccc2)CCN(C(=O)c2cc(C)nc(C)n2)CC1	14	0	1.2	-5	108	-0.3	-7	-1	105	0.3
CSC(=S)N/N=C(\C)c1ccccc1	-3	-4	5.9*	18	87	-0.3	-11	-13	109	0.3
CN(CCCNC(=O)CCCOc1cc(=O)n(C)c2ccccc12)Cc1ccccc1	8	-3	1.2	26	86	0.1	3	-6	97	-0.5
CNc1nc(OC)nc(N(C#N)CN2C(=O)c3ccccc3S2(=O)=O)n1	-22	2	1.4	8	98	-0.1	4	-15	96	3.2
O=C(C[n+]1cccc(CNC(=O)c2ccc(OC(F)F)cc2)c1)c1ccccc1	5	-2	0.91	-4	108	0.1	-6	7	104	-0.4
Cc1ccc(C(C)C)c(OCc2nc(-c3nonc3N)no2)c1	36	0	2	12	97	0.1	-9	-6	108	-0.8
O=C(CSc1nc(-c2ccccc2)cs1)Nc1nccs1	-1	-10	1.2	17	90	-0.2	-1	4	101	-3.5
COc1ccc(O)c(C(=O)c2cc(C(=O)NCCc3ccccc3)c(=O)n(CCc3ccccc3)c2)c1	2	-4	0.34	10	98	0.0	11	1	90	-0.7
COc1ccc(-c2nc(CN3CCCCC3c3nccn3C)c(C)o2)c(C)c1C (stereo not drawn)	18	0	0.96	8	98	0.1	5	-8	95	-0.1
CCOC(=O)CSc1nc2nc(C)cc(C)n2n1	38	-1	1.2	6	95	-0.4	2	-1	99	-0.2
CC(C)CCn1c(O)c(N=NC(=O)Cn2ccc(C(F)(F)F)n2)c2ccccc21	21	-6	0.95	-9	105	-0.2	-3	-2	103	-0.3
O=C(CNc1cccc(C(F)(F)F)c1)N/N=C/C1CCCCC1	-27	-5	1.2	18	86	-0.3	1	5	99	0.0
CC(=O)Nc1ccc2nc(NC(=O)COc3ccc(C)cc3)sc2c1	17	-2	0.95	7	101	-0.1	-15	-19	112	-0.4
CC(=O)N1CCc2cc(NS(=O)(=O)c3cccs3)ccc21	4	-5	1.2	16	90	0.0	3	14	98	-0.7
NC(=S)N/N=C\c1c(OCc2ccccc2Cl)ccc2ccccc12	-6	-5	1.2	19	88	-0.3	-33	-18	128	0.2
CCCCOC(=O)c1ccc(NC(=O)c2ccoc2C)cc1	72	-5	1.6	6	98	0.1	-30	2	127	2.0
Cc1cc([N+](=O)[O-])ccc1NC(=O)C1CCCO1 (stereo not drawn)	5	-1	1.1	6	96	-0.3	-5	-10	104	0.1
CCCn1nnnc1NCc1cc(Br)ccc1OC	15	0	1.4	-2	103	-0.2	-5	-5	104	-0.1
Cc1ccccc1OCC(=O)NNC(=O)C1CCCCC1C(=O)O (stereo not drawn)	-6	-4	1.1	27	78	-0.2	-2	2	101	-0.4

Quoted at random: 2 entries already listed
SMILES	APP 5'UTR act	HMGR II inh	NF-kB expr up	STAT3 blocker	STAT3 act	Hsp70 act	STAT1 inh	TLR4-MyD88 BLA	STAT1 act	Redox H2O2 prof
NC(=S)N/N=C\c1c(OCc2ccccc2Cl)ccc2ccccc12	-6	-5	1.2	19	88	-0.3	-33	-18	128	0.2
CC(C)CCn1c(O)c(N=NC(=O)Cn2ccc(C(F)(F)F)n2)c2ccccc21	21	-6	0.95	-9	105	-0.2	-3	-2	103	-0.3

2 consecutive records from above, for reference:
SMILES	APP 5'UTR act	HMGR II inh	NF-kB expr up	STAT3 blocker	STAT3 act	Hsp70 act	STAT1 inh	TLR4-MyD88 BLA	STAT1 act	Redox H2O2 prof
CCCn1nnnc1NCc1cc(Br)ccc1OC	15	0	1.4	-2	103	-0.2	-5	-5	104	-0.1
Cc1ccccc1OCC(=O)NNC(=O)C1CCCCC1C(=O)O (stereo not drawn)	-6	-4	1.1	27	78	-0.2	-2	2	101	-0.4

Individual results from the list.
O=C(CNc1cccc(C(F)(F)F)c1)N/N=C/C1CCCCC1 in STAT3 blocker = 18
CC(=O)Nc1ccc2nc(NC(=O)COc3ccc(C)cc3)sc2c1 in STAT1 inh = -15
CCCn1nnnc1NCc1cc(Br)ccc1OC in Hsp70 act = -0.2
O=C(C[n+]1cccc(CNC(=O)c2ccc(OC(F)F)cc2)c1)c1ccccc1 in NF-kB expr up = 0.91
Cc1ccc(C(C)C)c(OCc2nc(-c3nonc3N)no2)c1 in STAT3 act = 97
